Bioassay records from PubChem.
CaV13 FRET inh: Primary screen for inhibitors of IQ motif and Ca2+-dependent inactivation inhibitor domain binding in CACNA1D, Förster resonance energy transfer in living cells, …. AID 743397. inhibition, % at 12.3 µM. HEK cells, CFP/YFP FRET ICDI-IQ, plate reader, 10 min; percent FRET-ratio fall versus neutral wells. 0.098% of 340,000 active;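 active = mean replicate inhibition of at least 30% and at least 1% of replicates passing that level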;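 note: 0% = median of the neutral control wells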
ABCB6 inh 2: ABCB6 transporter inhibitors, primary screen, K562-ABCB6 cells, flow cytometry, MLPCN library; ATP-binding cassette sub-family B member 6 (Homo sapiens), Q9NP58; K562-ABCB6 porphyrin accumulation, 1 h; hits give low values; fluorescence ratio to DMSO, % at 10 µM; 0.19% of 360,000 active;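 active = fluorescence ratio to DMSO below 75%, the collection mean minus 3 SD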;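 note: signal is porphyrin accumulated inside mitochondria; 100% equals median channel fluorescence of DMSO control wells; lower ratio means ABCB6 inhibition with less porphyrin fluorescence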
Target sequence (Q9NP58 whole entry, looked up): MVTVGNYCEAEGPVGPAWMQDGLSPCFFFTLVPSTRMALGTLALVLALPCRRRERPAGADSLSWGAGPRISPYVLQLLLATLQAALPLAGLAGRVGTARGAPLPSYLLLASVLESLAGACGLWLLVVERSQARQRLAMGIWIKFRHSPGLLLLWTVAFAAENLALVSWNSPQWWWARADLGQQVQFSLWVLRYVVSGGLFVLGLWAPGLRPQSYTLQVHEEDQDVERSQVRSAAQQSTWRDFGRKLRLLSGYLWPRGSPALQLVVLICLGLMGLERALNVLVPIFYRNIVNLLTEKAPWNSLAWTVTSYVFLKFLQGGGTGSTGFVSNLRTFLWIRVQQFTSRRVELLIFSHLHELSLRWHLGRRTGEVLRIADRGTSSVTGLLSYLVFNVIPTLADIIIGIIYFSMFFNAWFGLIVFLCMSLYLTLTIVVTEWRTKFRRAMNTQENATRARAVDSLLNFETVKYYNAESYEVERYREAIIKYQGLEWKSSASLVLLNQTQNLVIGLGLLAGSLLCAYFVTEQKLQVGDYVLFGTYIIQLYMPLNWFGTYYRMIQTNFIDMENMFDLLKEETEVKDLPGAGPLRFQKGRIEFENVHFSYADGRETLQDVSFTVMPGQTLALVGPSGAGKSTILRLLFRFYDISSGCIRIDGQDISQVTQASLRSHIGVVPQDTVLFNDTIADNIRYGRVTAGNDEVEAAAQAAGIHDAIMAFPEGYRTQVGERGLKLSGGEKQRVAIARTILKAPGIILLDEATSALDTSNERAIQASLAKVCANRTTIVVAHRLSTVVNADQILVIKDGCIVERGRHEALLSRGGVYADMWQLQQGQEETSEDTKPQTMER
PDI turbidity: inhibitors of human PDI, primary screen, biochemical, turbidity, single point, plate reader; Protein disulfide-isomerase (Homo sapiens), P07237; PDI insulin aggregation turbidity, A650, 90 min; inhibition, % at 10 µM; 0.052% of 350,000 active; AID 588391, 2011;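 active = mean inhibition across replicates of 30% or more, whatever share of single replicates reach that level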;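 note: absorbance from insulin aggregation driven by PDI reduction with DTT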
MC4R ag barr: MC4R agonists recruiting beta-arrestin, primary screen, cell-based, luminescence, agonist arm of biased-ligand search; activation, % at 8.9 µM; Melanocortin receptor 4 (Homo sapiens), P32245; 0.98% of 360,000 active; U2OS MC4R beta-arrestin complementation; percent of melanotan II response, DMSO zero;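 active = activation above a per-plate cutoff, the mean activation of sample wells on that plate plus 3 SD, cut at about 8% in these data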
MC4R antagonist: MC4R antagonists of cAMP signaling, primary screen, cell-based, TR-FRET, antagonist arm of biased-ligand search. Melanocortin receptor 4 (Homo sapiens), P32245. inhibition, % at 6.5 µM. AID 540295, 2011. MC4R-expressing cells, MTII-stimulated cAMP, LANCE TR-FRET. 0.48% of 360,000 active;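 active = inhibition above its plate's cutoff, the mean of tested wells on that plate plus 3 SD, cut at about 29% in these data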;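 note: 0% = Melanotan II alone and 100% = Melanotan II plus saturating MCL0020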
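Material: U2OS-MC4R stable cell line | Reagent: Melanotan II challenge after compound preincubation | Doses: One concentration, 6.5 µM nominal | Incubation: 30-min compound preincubation, 1-h Melanotan II challenge, 1-h detection, room temperature | Signal: TR-FRET cAMP assay | Replicates: One well per compound, no replicates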
N-glyco inh: increase of ERlucT glycosylation luciferase signal, primary screen, N-linked glycosylation inhibitor project, D54 ERlucT cells, luminescence, set 2. D54 ERlucT glycosylation luciferase reporter, 24 h; percent of 100 nM tunicamycin response. reporter increase, % at 12.5 µM. 0.23% of 360,000 active;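 active = mean luciferase reporter signal, scaled so untreated is 0 and the glycosylation-blocking control 100, at or above a set limit in every replicate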;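 note: luciferase carries N-glycosylation sites so blocking glycosylation raises the light; 0% = median of neutral control wells and 100% = median of 100 nM tunicamycin wells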
Cardio protect: cardioprotection against H2O2-induced cell death, primary screen, uHTS, H9c2 cells, ATPLite luminescence. 0.63% of 360,000 active. H9c2 cardiomyocytes, H2O2 injury protection, 2 h. protection from H2O2 cell death, % at 20 µM;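 active = compounds giving at least 50% protection of heart cells from peroxide-induced death in the single-dose screen, raw or plate-pattern-corrected value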;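 note: 0% = DMSO wells with peroxide and 100% = DMSO wells without peroxide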
ABHD5 PLIN5 PPI: ABHD5-PLIN5 interaction inhibitors, primary screen, cell lysate, split luciferase complementation, luminescence; 0.78% of 360,000 active; Split G. princeps luciferase complementation, 4 h; inhibition, % at 4 µM;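 active = inhibition above the mean inhibition across every tested compound plus 3 SD, cut at about 22% in these data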;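 note: 0% = DMSO only wells and the 100% control is not disclosed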
Granule exo inh: LAMP-1 surface exposure blockers, TALL-104 cells – cell-based, flow cytometry, MLPCN library, primary screen. AID 651702, 2012. TALL-104 LAMP-1 surface exposure; cells stimulated with thapsigargin and PMA. 0.66% of 360,000 active. inhibition, % at 10 µM;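 active = inhibition above about 55%, limit read from the data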
m5-HT2A agonist: mouse Htr2a agonists via beta-arrestin recruitment, primary screen, cell-based, luminescence. CHO-K1 mHTR2A beta-arrestin complementation; percent of 30 µM serotonin response. activation, % at 7.6 µM. 0.66% of 360,000 active. AID 624169, 2012;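 active = activation above a run cutoff, the mean activation of all tested compounds plus 3 SD, cut at about 14% in these data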;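 note: 0% = plate median of compound wells and 100% = 30 µM serotonin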
Numbers without * were called inactive; / = not tested or not shown.

Every second line gives: ABHD5 PLIN5 PPI | ABCB6 inh 2 | Granule exo inh | PDI turbidity | Cardio protect | MC4R ag barr | CaV13 FRET inh | m5-HT2A agonist | MC4R antagonist | N-glyco inh
CCOC(=O)c1c(NC(=O)c2nn(CC)cc2Br)sc2c1CCCCC2
→ -9 | 105 | 3 | 5 | -15 | 0.8 | -9 | -2 | 2 | -3
COc1ccc(C(=O)/C=C/c2cccs2)c(OC(=O)c2cccc([N+](=O)[O-])c2)c1
→ -1 | 105 | -2 | -2 | -3 | -2.5 | -2 | -1 | -19 | 19
Cc1ccccc1OC(=O)n1c(=S)oc2cc(Cl)ccc21
→ 3 | 111 | 1 | -11 | -1 | -2.1 | -4 | 7 | 10 | 7
Cc1ccc2nc(SCC(=O)N3CCOCC3)[nH]c2c1
→ 2 | 109 | -2 | -14 | -5 | -2.2 | -5 | 4 | 10 | -10
O=C(Cc1ccc(F)cc1)Nc1ccc2[nH]ncc2c1
→ -1 | 95 | 4 | -5 | 0 | -2.1 | -4 | -4 | 10 | -2
COc1ccc(NC(=O)CSC2CC(=O)N(c3ccc4c(c3)OCCO4)C2=O)cc1 (centres undefined)
→ -5 | 103 | -1 | -2 | 5 | -1.4 | -5 | 3 | 0 | 2
CCOC(=O)c1ccc(NC(=O)Nc2ccc(F)cc2)cc1
→ -8 | 105 | 1 | 5 | -21 | 2.9 | -5 | -1 | 3 | 0
COC(=O)c1ccccc1OC(=O)c1cccnc1
→ -1 | 100 | -3 | -2 | 1 | -3.0 | -7 | 0 | 10 | 2
O=C(COC(=O)c1cc(S(=O)(=O)N2CCOCC2)c(Cl)cc1Cl)Nc1ncc(C(F)(F)F)cc1Cl
→ -1 | 96 | 0 | 6 | 1 | -2.1 | -4 | 6 | 5 | 1
C/C(=N\NC(=O)C(O)(c1ccccc1)c1ccccc1)c1ccc(NC(=O)CCCC(=O)O)cc1
→ -2 | 97 | -4 | 4 | 3 | -2.9 | -6 | 7 | 4 | 1
OCC[C@@H]1C[C@@H](O)[C@H](O)[C@@]2(CCCO2)O1
→ -2 | 106 | 0 | -1 | 3 | 1.0 | 14 | -2 | -6 | 2
CCCc1cc2c(cc1NC(=O)c1ccccc1C)OCO2
→ -3 | 96 | 0 | -5 | -3 | 0.2 | / | 2 | 1 | 1
CC1=NN(c2nc(-c3ccc(C)cc3)cs2)C(=O)C1N=Nc1cccc(C)c1 (centres undefined)
→ -2 | 90 | 0 | 6 | 35 | -2.8 | -5 | 7 | 12 | 6
C=CCCC(=O)N1C[C@H]2CON(C)[C@H]2C[C@H]1c1cccc(Oc2ccccc2)c1
→ 1 | 95 | -3 | 7 | -4 | 0.1 | -2 | -1 | 3 | 0
O=C(/C=C/c1ccccc1)Nc1cc(C(=O)O)cc(C(=O)O)c1
→ 2 | 106 | 8 | -5 | 0 | -0.6 | -5 | 3 | -4 | 0
Cc1ccc(S(=O)(=O)N(C)C[C@H]2Oc3c(NC(=O)Nc4cccc5ccccc45)cccc3C(=O)N([C@@H](C)CO)C[C@@H]2C)cc1
→ -2 | 96 | 10 | 3 | 22 | -0.2 | -6 | -3 | 12 | 6
Cc1oc(-c2ccc(Cl)cc2)nc1CS(=O)CC(=O)NC1CCCC1 (centres undefined)
→ -2 | 100 | 18 | -4 | 0 | -1.1 | -5 | 5 | 21 | 2
CCn1c(=O)c2cc(C(=O)N3CCOCC3)sc2c2ccccc21
→ -3 | 92 | 0 | / | 21 | -0.6 | -6 | 4 | -5 | 1
Cc1cc(C)nc(Nc2nc(C(N)Cc3ccc(C(F)(F)F)cc3)cs2)n1 (centres undefined)
→ 7 | 102 | 52 | 0 | -31 | 10* | -11 | 10 | -7 | -4
CCOc1ccc2oc(C(=O)N3CCN(c4ccccc4OCC)CC3)c(C)c2c1
→ -10 | 94 | -5 | -6 | 12 | -1.8 | -15 | 7 | 2 | -4
Cn1c(SCC(=O)N2CCOCC2)nnc1-c1ccc(Cl)cc1Cl
→ 0 | 73* | 1 | -2 | 9 | -0.9 | -9 | 0 | 3 | 2
Cc1nn(CCCC(=O)NCc2ccco2)c(=O)c2nn(-c3ccccc3)c(C)c12
→ 1 | 87 | -6 | 5 | 2 | -1.9 | -3 | -1 | 0 | 2
CC(Sc1nnc(C2CC2)n1Cc1ccccc1)C(=O)N1CCNC1=O (centres undefined)
→ -10 | 99 | 2 | -1 | 2 | -3.0 | -6 | -8 | 4 | 1
COc1ccccc1-c1ocnc1C(=O)N1CCN(S(=O)(=O)c2ccc(NC(C)=O)cc2)CC1
→ -3 | 97 | -8 | 0 | 0 | 1.4 | -3 | 10 | 15 | -1
CC(C)NC(=O)C1CCN(C(=O)C(C(=O)c2ccccc2)n2cc(Cl)ccc2=O)CC1 (centres undefined)
→ -9 | 102 | -3 | 2 | 1 | -0.9 | -5 | -1 | 2 | 4
O=S(=O)(NCCSc1ccccc1)c1ccc(F)cc1
→ -3 | 86 | -2 | 7 | 0 | 0.9 | -1 | -4 | 3 | 1
Cc1ccccc1NC(=O)Nc1nc2ccc(S(C)(=O)=O)cc2s1
→ -9 | 96 | 3 | 0 | -1 | -3.3 | -5 | -1 | -4 | 0
CN(C)c1ccnc(Nc2ccccc2)c1C#N
→ 0 | 95 | -1 | -3 | 6 | -2.0 | -1 | -1 | 0 | 2
COCCCn1c(SCC(=O)N2CCc3ccccc32)nnc1-c1ccoc1C
→ 4 | 102 | 0 | -7 | -3 | -1.5 | -5 | 1 | -5 | 4
O=C(NCCN1CCOCC1)c1cc(-c2ccc(F)cc2)on1
→ 3 | 100 | 6 | 2 | 4 | 0.0 | -4 | 0 | 8 | 8

Another view of 2 compounds above:
SMILES	ABHD5 PLIN5 PPI	ABCB6 inh 2	Granule exo inh	PDI turbidity	Cardio protect	MC4R ag barr	CaV13 FRET inh	m5-HT2A agonist	MC4R antagonist	N-glyco inh
Cc1cc(C)nc(Nc2nc(C(N)Cc3ccc(C(F)(F)F)cc3)cs2)n1 (centres undefined)	7	102	52	0	-31	10*	-11	10	-7	-4
Cc1oc(-c2ccc(Cl)cc2)nc1CS(=O)CC(=O)NC1CCCC1 (centres undefined)	-2	100	18	-4	0	-1.1	-5	5	21	2

Next entries follow.
Every second line gives: ABHD5 PLIN5 PPI | ABCB6 inh 2 | Granule exo inh | PDI turbidity | Cardio protect | MC4R ag barr | CaV13 FRET inh | m5-HT2A agonist | MC4R antagonist | N-glyco inh
CCOC(=O)C1CCN(S(=O)(=O)c2ccc3c(c2)NC(=O)C(C)C(=O)N3)CC1 (centres undefined)
→ -1 | 99 | -4 | / | 1 | -0.2 | -3 | -2 | 6 | 1
O=C(NCc1nnnn1-c1ccc(Cl)cc1)C1CC(=O)N(c2ccc(F)cc2)C1 (centres undefined)
→ 1 | 99 | 4 | 3 | -4 | -1.1 | 36* | 10 | -1 | -4
O=C(NCC1COc2ccccc2O1)c1ccc(F)c(S(=O)(=O)N2CCOCC2)c1 (centres undefined)
→ -2 | 107 | 8 | 2 | -2 | 1.2 | -6 | -6 | 8 | -1
CCn1c(=O)cc(SCC(=O)N2CCN(c3ccccn3)CC2)c2ccccc21
→ 1 | 104 | 0 | -5 | 23 | -0.4 | -4 | -6 | -11 | 9
CCOC(=O)c1cccc(NC(=O)CCc2c(C)nc3ncnn3c2C)c1
→ -2 | 95 | -2 | 3 | 5 | -2.5 | -4 | 6 | 0 | 1
CCC(=O)Nc1nnc(SCC(=O)c2ccc3c(c2)Cc2ccccc2-3)s1
→ -9 | 94 | -2 | -4 | -6 | 18* | -9 | 1 | 7 | -10
CC(=NNC(=S)N1CC2CCC(CC2)C1)c1ccccn1
→ -9 | 94 | 1 | -8 | -15 | -0.5 | -7 | 2 | 8 | -10
CCOc1ccc(S(=O)(=O)n2ccc(C)n2)c2ccccc12
→ -5 | 101 | -1 | 1 | -12 | -2.6 | -4 | -10 | 1 | -3
CN(C)S(=O)(=O)c1ccc(Cl)c(C(=O)NC2CCCCCCC2)c1
→ 1 | 94 | 0 | 5 | -2 | -0.7 | -5 | 5 | 9 | -3
CC(C)C(C)NC(=O)CSc1ccc(S(=O)(=O)N2CCOCC2)cn1 (centres undefined)
→ 20 | 97 | 8 | 2 | 0 | -0.7 | -2 | -4 | 0 | 2
Cc1cc(CSc2ccccc2)ccc1NC(=O)COc1ccccc1C
→ -2 | 102 | 1 | 5 | 6 | 1.0 | -6 | 3 | 0 | 3
Cc1ccc(-c2nc(CS(=O)CC(=O)N3CCN(c4ccc(F)cc4)CC3)c(C)o2)cc1 (centres undefined)
→ 4 | 94 | -15 | -3 | -2 | 2.2 | -3 | -2 | 8 | 3
Cc1ccccc1OCC(=O)NCC(C)(C)N1CCOCC1
→ 0 | 101 | -3 | -4 | -3 | -1.1 | -2 | 8 | 2 | 4
O=C(c1cnccn1)N1CCN(C/C=C/c2ccccc2)CC1
→ 2 | 88 | 0 | 7 | -15 | -0.1 | / | 3 | 6 | 2

A different layout for 2 compounds above.
> Cc1ccccc1OCC(=O)NCC(C)(C)N1CCOCC1
  ABHD5 PLIN5 PPI: 0 | ABCB6 inh 2: 101 | Granule exo inh: -3 | PDI turbidity: -4 | Cardio protect: -3 | MC4R ag barr: -1.1 | CaV13 FRET inh: -2 | m5-HT2A agonist: 8 | MC4R antagonist: 2 | N-glyco inh: 4
> O=C(c1cnccn1)N1CCN(C/C=C/c2ccccc2)CC1
  ABHD5 PLIN5 PPI: 2 | ABCB6 inh 2: 88 | Granule exo inh: 0 | PDI turbidity: 7 | Cardio protect: -15 | MC4R ag barr: -0.1 | CaV13 FRET inh: / | m5-HT2A agonist: 3 | MC4R antagonist: 6 | N-glyco inh: 2

Single records, from the list above:
C/C(=N\NC(=O)C(O)(c1ccccc1)c1ccccc1)c1ccc(NC(=O)CCCC(=O)O)cc1 reads ABHD5 PLIN5 PPI = -2; ABCB6 inh 2 = 97; Granule exo inh = -4; PDI turbidity = 4; Cardio protect = 3; MC4R ag barr = -2.9; CaV13 FRET inh = -6; m5-HT2A agonist = 7; MC4R antagonist = 4; N-glyco inh = 1
Cc1cc(CSc2ccccc2)ccc1NC(=O)COc1ccccc1C reads ABHD5 PLIN5 PPI = -2; ABCB6 inh 2 = 102; Granule exo inh = 1; PDI turbidity = 5; Cardio protect = 6; MC4R ag barr = 1.0; CaV13 FRET inh = -6; m5-HT2A agonist = 3; MC4R antagonist = 0; N-glyco inh = 3

Rows are unselected; overall some 4.2% were active at least once.
